Screens (PubChem BioAssay)
NFkB SMM – binds human NF-kappa-B p105 on microarray. Small molecule microarray, anti-His fluorescence binding. calls only. 17,000 tested, 1.3% active. AID 624139. P19838;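 active = spot fluorescence over background significantly raised, with a chance value under 7% in all four replicate spots of the compound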;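 also: probe protein is his-tagged human p50 processed subunit at 1 µg/ml; raw spot fluorescence signals with no normalization applied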
Target sequence (P19838 1-433 limits assumed): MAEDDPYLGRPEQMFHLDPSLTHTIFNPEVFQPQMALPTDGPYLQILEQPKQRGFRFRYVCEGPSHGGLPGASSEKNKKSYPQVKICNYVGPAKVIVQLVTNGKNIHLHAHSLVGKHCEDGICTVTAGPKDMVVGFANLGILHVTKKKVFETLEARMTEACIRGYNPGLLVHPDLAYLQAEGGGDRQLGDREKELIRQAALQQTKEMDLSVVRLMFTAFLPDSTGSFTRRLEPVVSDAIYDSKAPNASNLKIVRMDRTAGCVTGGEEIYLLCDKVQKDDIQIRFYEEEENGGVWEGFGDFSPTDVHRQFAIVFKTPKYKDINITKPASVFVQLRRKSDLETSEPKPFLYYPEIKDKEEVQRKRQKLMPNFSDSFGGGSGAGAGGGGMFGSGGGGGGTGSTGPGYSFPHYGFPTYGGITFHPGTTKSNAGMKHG
Calls only; i = inactive; + = active, no number. These rows are one share of the data (hit frequency here may not be typical).

SMILES | NFkB SMM
C[C@@H]1CCCCO[C@H](CN(C)C(=O)CCC(F)(F)F)[C@@H](C)CN([C@H](C)CO)C(=O)c2cc(NC(=O)CCC(F)(F)F)ccc2O1 | +
C[C@H]1CN([C@@H](C)CO)C(=O)Cc2cc(N(C)C)ccc2O[C@@H]1CN(C)S(=O)(=O)c1cccs1 | i
C[C@@H]1CN([C@@H](C)CO)C(=O)Cc2cc(NC(=O)c3ccncc3)ccc2O[C@@H]1CN(C)Cc1ccc(Cl)c(Cl)c1 | i
COc1ccc(CN(C)C[C@@H]2Oc3ccc(NC(=O)Cc4cn(C)c5ccccc45)cc3C(=O)N([C@@H](C)CO)C[C@@H]2C)cc1 | i
Cc1noc(C)c1NC(=O)Nc1ccc2c(c1)CC(=O)N([C@@H](C)CO)C[C@@H](C)[C@H](CN(C)Cc1ccncc1)O2 | i
C[C@@H]1CCCCO[C@@H](CN(C)C(=O)Nc2ccccc2)[C@@H](C)CN([C@H](C)CO)C(=O)c2cc(NC(=O)C3CCCCC3)ccc2O1 | i
O=C(O)CCC(=O)N1N=C(c2c(-c3ccccc3)c3cc(Cl)ccc3[nH]c2=O)CC1c1ccccn1 (configuration not stated) | i
CC(C)(C)NCC(O)COc1cccc2[nH]c(=O)[nH]c12 (configuration not stated) | i
O=S(=O)(c1cccc2cccnc12)N(CCO)CCO | i
C=CCOC(=O)[C@H]1[C@@H]2C(=O)O[C@@H](c3ccccc3)[C@@H](c3ccccc3)N2[C@@H](c2ccc(OCCOC(=O)[C@@H]3C[C@@H]4C(=O)N5CCC[C@H]5C(=O)N4[C@@H]3c3cccc(OCCO)c3)cc2)[C@]12C(=O)Nc1ccc(I)cc12 | +
C[C@H]1CN([C@@H](C)CO)C(=O)c2cccc(NS(C)(=O)=O)c2O[C@@H]1CN(C)CC1CC1 | i
C[C@H]1CCCCO[C@H](CN(C)Cc2ccccc2)[C@@H](C)CN([C@@H](C)CO)C(=O)c2cc(NC(=O)CCCN(C)C)ccc2O1 | i
O=C(Nc1ccc(Cl)cc1C(=O)NCc1ccco1)c1ccco1 | i
CNC(=O)C1=C[C@@H](c2csc3ccccc23)C[C@@H](OCc2ccc(CO)cc2)O1 | i
Cc1ccc(S(=O)(=O)Nc2cccc3c2O[C@H](CN(C)S(=O)(=O)c2cccs2)[C@@H](C)CN([C@H](C)CO)C3=O)cc1 | i
Cc1noc(C)c1S(=O)(=O)N(C)C[C@H]1OCCCC[C@@H](C)Oc2ccc(NS(C)(=O)=O)cc2C(=O)N([C@H](C)CO)C[C@@H]1C | i
CN(CC(=O)Nc1ccccc1C#N)S(=O)(=O)c1ccccc1 | i
Cn1c2ccccc2c2nnc(SCC(=O)c3ccc(Cl)cc3)nc21 | i
CC[C@@]1(O)C(=O)OCc2c1cc1n(c2=O)Cc2cc3cc(O)ccc3nc2-1 | i
Cc1noc(C)c1S(=O)(=O)Nc1ccc2c(c1)C(=O)N([C@@H](C)CO)C[C@H](C)[C@H](CN(C)Cc1ccccc1)O2 | i
C[C@@H]1CN([C@@H](C)CO)C(=O)c2cccc(NC(=O)c3ccncc3)c2O[C@H]1CN(C)Cc1ccncc1 | i
Cc1cc(C(=O)Nc2cccc3c2O[C@@H](CN(C)C(=O)NC2CCCCC2)[C@H](C)CN([C@H](C)CO)C3=O)n(C)n1 | i
CC(C)NC(=O)Nc1ccc2c(c1)C(=O)N([C@@H](C)CO)C[C@@H](C)[C@H](CN(C)Cc1ccccc1)OCCCC[C@H](C)O2 | +
Cn1c(=O)c2c(nc(NCCO)n2C)n(C)c1=O | i
C[C@H](CO)N1C[C@H](C)[C@H](CN(C)Cc2ccccc2)Oc2ccc(NS(=O)(=O)c3cn(C)cn3)cc2C1=O | i
COCCOC(=O)N1C(=O)[C@@]2(c3ccccc31)[C@H](C(=O)Nc1nc3ccccc3s1)[C@H]1C(=O)O[C@H](c3ccccc3)[C@H](c3ccccc3)N1[C@@H]2c1ccccc1OCCO | i
O=C(C1=C[C@@H](C2CCCCC2)C[C@@H](OCCCCO)O1)N1CCN(Cc2ccccc2)CC1 | i
COc1ccc(OC)c(NC(=O)C2=C(C)NC(=O)NC2c2ccc(OC)cc2OC)c1 (configuration not stated) | i
Cc1ccc(-c2nc(SCC(=O)c3ccccc3)n[nH]2)cc1 | i
CNC[C@H]1Oc2ccc(NC(=O)CCC(F)(F)F)cc2C(=O)N([C@@H](C)CO)C[C@H]1C | i
Cc1noc(C)c1NC(=O)N(C)C[C@H]1Oc2c(NS(=O)(=O)c3ccccc3)cccc2C(=O)N([C@@H](C)CO)C[C@@H]1C | i
[N-]=[N+]=NCc1ccccc1C[C@@]1(C(=O)NCC(O)CO)N=C(c2ccc(OCCCO)cc2)O[C@@H]1c1ccccc1 (some centres not stated) | i
O=C(CSc1n[nH]c(-c2ccncc2)n1)c1cccc([N+](=O)[O-])c1 | i
Oc1ccc(Nc2nc(-c3ccc(Cl)cc3)cs2)cc1 | i
Cc1ccc(-c2nn(CC(=O)NCCN3CCOCC3)c(=O)c3ccccc23)cc1 | i
C[C@H](CO)N1C[C@H](C)[C@@H](CN(C)Cc2ccc(C(F)(F)F)cc2)Oc2c(cccc2N(C)C)C1=O | i
COc1ccccc1NC(=O)CN1C(=O)C2C3CCC(C3)C2C1=O (configuration not stated) | i
C[C@@H]1CN([C@@H](C)CO)C(=O)c2cc(NS(=O)(=O)c3cccs3)ccc2O[C@@H]1CN(C)C(=O)Nc1ccc2c(c1)OCO2 | i
N#Cc1c(NC(=O)CN2CCN(Cc3ccccc3)CC2)sc2c1CCCC2 | i
COc1ccc(S(=O)(=O)Nc2cccc3c2O[C@@H](CN(C)CC2CC2)[C@H](C)CN([C@H](C)CO)C3=O)cc1 | i
C[C@H]1CN([C@@H](C)CO)C(=O)c2cccc(NC(=O)c3nc4ccccc4s3)c2O[C@@H]1CN(C)S(=O)(=O)c1ccc(F)cc1 | i
C[C@@H]1CN([C@@H](C)CO)C(=O)c2cccc(NC(=O)c3ccncc3)c2O[C@@H]1CN(C)CC1CC1 | i
CC1OC(OCC2OC(O[C@H]3CC[C@@]4(C)C(CC[C@@]5(C)C6=C(CCC45)C4CC(C)(C)CC[C@]4(C(=O)OC4OC(CO)C(O)C(O)C4O)CC6)C3(C)C)C(O)C(O)C2O)C(O)C(O)C1O (some centres not stated) | i
Cc1cccc(NC(=O)c2ccc(OC(C)C(=O)Nc3ccc(Br)cc3)cc2)c1C (configuration not stated) | i
C[C@@H]1CN([C@H](C)CO)C(=O)c2cccc(NC(=O)Nc3cccc4ccccc34)c2O[C@H]1CN(C)C(=O)Nc1ccc(F)cc1 | i
COc1ccc(CN(C)C[C@@H]2Oc3ccc(NC(=O)Nc4ccc(C(F)(F)F)cc4)cc3C(=O)N([C@H](C)CO)C[C@H]2C)cc1 | i
C[C@@H]1CCCCO[C@@H](CN(C)C(=O)CCC(F)(F)F)[C@H](C)CN([C@H](C)CO)C(=O)c2cc(N(C)C)ccc2O1 | i
Cc1noc(C)c1S(=O)(=O)N(C)C[C@H]1OCCCC[C@H](C)Oc2ccc(NS(C)(=O)=O)cc2C(=O)N([C@H](C)CO)C[C@H]1C | i
Cc1noc(C)c1NC(=O)Nc1cccc2c1O[C@H](CN(C)S(=O)(=O)c1cccs1)[C@@H](C)CN([C@@H](C)CO)C2=O | i
C[C@@H]1CN([C@H](C)CO)C(=O)c2cc(NC(=O)c3ccncc3)ccc2O[C@@H](C)CCCCO[C@@H]1CN(C)C(=O)C1CCCCC1 | i
Next compounds
SMILES | NFkB SMM
Cc1noc(C)c1NC(=O)Nc1cccc2c1O[C@@H](CN(C)Cc1ccc(Cl)c(Cl)c1)[C@@H](C)CN([C@@H](C)CO)C2=O | i
Cc1ccc(F)cc1S(=O)(=O)N[C@@H]1CCN(Cc2ccc3c(c2)OCO3)C1 | i
C[C@@H]1CN([C@@H](C)CO)C(=O)c2cccc(NC(=O)C3CCOCC3)c2O[C@H]1CN(C)S(=O)(=O)c1cn(C)cn1 | i
C[C@@H]1CCCCO[C@H](CN(C)S(=O)(=O)c2ccccc2)[C@H](C)CN([C@@H](C)CO)C(=O)c2cc(NC(=O)CCCN(C)C)ccc2O1 | i
Cc1noc(C)c1NC(=O)Nc1cccc2c1O[C@@H](CN(C)Cc1ccc(C(=O)O)cc1)[C@H](C)CN([C@@H](C)CO)C2=O | i
C[C@H](CO)N1C[C@H](C)[C@@H](CN(C)S(=O)(=O)c2cccs2)Oc2ccc(NS(=O)(=O)c3ccc(Cl)cc3)cc2CC1=O | i
C[C@@H]1CCCCO[C@H](CN(C)Cc2ccc(C(=O)O)cc2)[C@H](C)CN([C@H](C)CO)C(=O)c2cc(NC(=O)c3ccncc3)ccc2O1 | i
C[C@@H]1CN([C@@H](C)CO)C(=O)c2cc(NC(=O)CCN3CCOCC3)ccc2O[C@@H]1CN(C)C | i
C=CCn1c(=O)c(C(=O)NCCO)c(O)c2ccccc21 | i
Cc1cc(C(=O)Nc2cccc3c2O[C@H](CN(C)C(=O)NC2CCCCC2)[C@H](C)CN([C@@H](C)CO)C3=O)n(C)n1 | i
COc1cc2c(c(O)c1CO)C(=O)CCC2O (configuration not stated) | i
Cc1ccc(S(=O)(=O)N(C)CCCc2nc3ccccc3[nH]2)cc1 | i
Cc1ccc(C(=O)COc2cccc(NC(=O)c3cccs3)c2)cc1C | i
C[C@H]1CCCCO[C@@H](CN(C)S(=O)(=O)c2ccc(F)cc2)[C@@H](C)CN([C@@H](C)CO)C(=O)c2cc(NC(=O)C3CCCCC3)ccc2O1 | i
C[C@@H]1CN([C@H](C)CO)C(=O)c2cccc(NS(C)(=O)=O)c2O[C@@H]1CN(C)Cc1ccc(C(F)(F)F)cc1 | i
Cc1ccccc1S(=O)(=O)N(C)C[C@H]1OCc2cn(nn2)CCCC(=O)N([C@H](C)CO)C[C@H]1C | i
CCC(C)CCC(O)C1=C(C)C(O)OC1=O (configuration not stated) | i
C[C@H]1CCCCO[C@H](CN(C)Cc2ccccc2)[C@@H](C)CN([C@@H](C)CO)C(=O)c2cc(NC(=O)CCC(F)(F)F)ccc2O1 | i
Cc1ccc(C)c(S(=O)(=O)NC(C)C(=O)Nc2ccc(Br)cc2F)c1 (configuration not stated) | i
COc1ccc(NC(=O)Nc2cccc3c2O[C@@H](CN(C)Cc2ccc(Cl)c(Cl)c2)[C@H](C)CN([C@@H](C)CO)C3=O)cc1 | i
COC1(C)CN(Cc2ccccc2Br)[C@H](/C=C/c2ccccc2)[C@H](Cc2ccccc2)O1 (some centres not stated) | i
Cc1cc(C(=O)Nc2ccc(S(=O)(=O)Nc3nccs3)cc2)c(C)o1 | i
O=C(COc1ccccc1)Nc1ccc([N+](=O)[O-])cc1O | i
C[C@H](CO)N1C[C@H](C)[C@H](CN(C)S(=O)(=O)c2cccs2)Oc2ccc(NC(=O)Cc3ccccc3)cc2CC1=O | i
COc1cccc(/C=C(\C#N)C(=O)Nc2c(C)n(C)n(-c3ccccc3)c2=O)c1 | i
Cc1c(N=C2NC(=O)C(CC(=O)Nc3ccccc3)S2)c(=O)n(-c2ccccc2)n1C (configuration not stated) | i
C[C@@H]1CCCCO[C@@H](CN(C)C(=O)c2ccccc2)[C@H](C)CN([C@H](C)CO)C(=O)c2cc(NS(=O)(=O)c3ccccc3)ccc2O1 | i
COc1ccc([Si](C)(C)[C@@H]2[C@@H](CCO)O[C@]3(C(=O)N(Cc4ccc(N5CCC5=O)cc4)c4ccccc43)[C@H]2C)cc1 | i
C[C@@H]1CN([C@@H](C)CO)C(=O)c2cccc(NC(=O)C3CCOCC3)c2O[C@H]1CN(C)C(=O)Nc1cccc2ccccc12 | i
C[C@@H]1CN([C@@H](C)CO)C(=O)c2cc(NC(=O)Nc3cccc4ccccc34)ccc2O[C@@H](C)CCCCO[C@H]1CN(C)Cc1ccccc1 | i
CC(C)(C)NC(=O)[C@H]1CC[C@H]2[C@@H]3CC[C@H]4NC(=O)C=C[C@]4(C)[C@H]3CC[C@]12C | i
C[C@@H]1CN([C@H](C)CO)C(=O)c2cccc(NC(=O)NC3CCCCC3)c2O[C@@H]1CN(C)C(=O)Nc1ccc(F)cc1 | i
C[C@H](CO)N1C[C@H](C)[C@H](CN(C)Cc2ccc(Cl)c(Cl)c2)Oc2c(NC(=O)c3ccncc3)cccc2C1=O | i
COc1ccc2c(c1OC)CN(C)CCc1cc3c(cc1C(=O)C2)OCO3 | i
C[C@@H]1CCCCO[C@H](CN(C)Cc2ccccc2)[C@@H](C)CN([C@H](C)CO)C(=O)c2cc(N(C)C)ccc2O1 | i

Structures shown so far containing a thiophene ring, fused or not:
SMILES | NFkB SMM
C[C@H]1CN([C@@H](C)CO)C(=O)Cc2cc(N(C)C)ccc2O[C@@H]1CN(C)S(=O)(=O)c1cccs1 | i
CNC(=O)C1=C[C@@H](c2csc3ccccc23)C[C@@H](OCc2ccc(CO)cc2)O1 | i
Cc1ccc(S(=O)(=O)Nc2cccc3c2O[C@H](CN(C)S(=O)(=O)c2cccs2)[C@@H](C)CN([C@H](C)CO)C3=O)cc1 | i
C[C@@H]1CN([C@@H](C)CO)C(=O)c2cc(NS(=O)(=O)c3cccs3)ccc2O[C@@H]1CN(C)C(=O)Nc1ccc2c(c1)OCO2 | i
N#Cc1c(NC(=O)CN2CCN(Cc3ccccc3)CC2)sc2c1CCCC2 | i
Cc1noc(C)c1NC(=O)Nc1cccc2c1O[C@H](CN(C)S(=O)(=O)c1cccs1)[C@@H](C)CN([C@@H](C)CO)C2=O | i
C[C@H](CO)N1C[C@H](C)[C@@H](CN(C)S(=O)(=O)c2cccs2)Oc2ccc(NS(=O)(=O)c3ccc(Cl)cc3)cc2CC1=O | i
Cc1ccc(C(=O)COc2cccc(NC(=O)c3cccs3)c2)cc1C | i
C[C@H](CO)N1C[C@H](C)[C@H](CN(C)S(=O)(=O)c2cccs2)Oc2ccc(NC(=O)Cc3ccccc3)cc2CC1=O | i
